Assay outcomes deposited in PubChem by several laboratories.
ADAM17 inh: inhibitors of human ADAM17. AID 720648. 370,000 tested, 0.83% active. recombinant ADAM17, EDANS/DABCYL FRET peptide cleavage. P78536. inhibition, % at 6.95 µM;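 active means inhibition above the mean of compounds lying between control limits plus 3 SD, set per campaign, cut at about 8.5% in these data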;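 further: 0% = DMSO-only wells as the low control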
ssDAF-12 act: activates DAF-12 receptor from parasite S. stercoralis; HEK293 ssDAF-12/GRIP1 lit1-tk-luc reporter, luminescence; % of 3 µM dafachronic acid response; 370,000 tested, 1% active; activation, % at 6.8 µM;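 active means activation above the mean over all tested compounds plus 3 SD, cut at about 0.9% in these data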;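 further: 0% = DMSO-only wells and 100% = 3 µM delta7-dafachronic acid wells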
PG9 Ab binder: small molecules binding HIV-1 gp120 antibody PG9; TR-FRET gp120-PG9 antibody binding; inhibition, % at 6.7 µM; 360,000 tested, 0.43% active; AID 624416; in the data active means inhibition above about 8.5%
NPR1 activator: GC-A (human) enzyme activation; P16066; HEK293 GC-A cells, cGMP TR-FRET, EC30 ANP; 0% at EC30 ANP, 100% saturating ANP; activation, % at 10 µM; 370,000 tested, 0.14% active; AID 1671463; in the data active means activation above about 40%
Target sequence (P16066 whole entry, looked up): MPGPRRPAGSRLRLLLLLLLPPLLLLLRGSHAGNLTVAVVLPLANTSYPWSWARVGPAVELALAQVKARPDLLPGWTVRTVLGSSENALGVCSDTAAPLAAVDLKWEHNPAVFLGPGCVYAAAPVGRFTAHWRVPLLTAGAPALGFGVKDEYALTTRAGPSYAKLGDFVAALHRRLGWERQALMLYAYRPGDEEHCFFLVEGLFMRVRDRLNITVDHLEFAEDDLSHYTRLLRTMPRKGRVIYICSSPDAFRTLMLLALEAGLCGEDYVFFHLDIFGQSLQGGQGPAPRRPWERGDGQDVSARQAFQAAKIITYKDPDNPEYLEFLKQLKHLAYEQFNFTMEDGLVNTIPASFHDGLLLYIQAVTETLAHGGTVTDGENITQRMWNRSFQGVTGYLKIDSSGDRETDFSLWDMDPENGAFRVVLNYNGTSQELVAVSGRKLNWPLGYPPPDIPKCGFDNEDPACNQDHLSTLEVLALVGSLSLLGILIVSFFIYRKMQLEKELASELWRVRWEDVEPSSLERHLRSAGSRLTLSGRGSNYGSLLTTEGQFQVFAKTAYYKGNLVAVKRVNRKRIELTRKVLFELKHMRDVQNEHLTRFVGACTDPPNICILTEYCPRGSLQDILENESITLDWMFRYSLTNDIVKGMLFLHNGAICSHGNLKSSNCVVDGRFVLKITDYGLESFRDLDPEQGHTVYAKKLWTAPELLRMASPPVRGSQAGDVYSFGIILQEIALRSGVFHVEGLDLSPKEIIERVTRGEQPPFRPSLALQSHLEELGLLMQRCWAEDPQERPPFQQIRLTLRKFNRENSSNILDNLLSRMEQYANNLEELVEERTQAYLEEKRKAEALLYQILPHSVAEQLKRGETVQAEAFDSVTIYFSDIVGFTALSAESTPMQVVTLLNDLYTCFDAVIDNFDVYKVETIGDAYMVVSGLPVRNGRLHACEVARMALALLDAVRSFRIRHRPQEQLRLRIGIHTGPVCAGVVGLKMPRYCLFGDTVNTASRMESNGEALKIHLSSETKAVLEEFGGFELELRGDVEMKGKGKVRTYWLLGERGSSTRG
ADAM10 inh: ADAM10 inhibition, QFRET primary screen | recombinant ADAM10, EDANS/DABCYL FRET peptide cleavage, 3 h | inhibition, % at 7 µM | 370,000 tested, 0.62% active;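 active means inhibition above a per-campaign cutoff equal to the mean of compounds falling between control-based bounds plus 3 SD, cut at about 20% in these data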;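 further: 0% = DMSO wells while the 100% control is not disclosed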
hgDAF-12 ag: agonists of H. glycines DAF-12 nuclear receptor; 370,000 tested, 1.8% active; HEK293 GAL4-hgDAF12 UAS-luciferase reporter, agonist luminescence; normalized to butyrate control; activation, % at 6.8 µM; AID 687014;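 active means activation above a cutoff set at the mean of all screened compounds plus 3 SD, cut at about 10% in these data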;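 further: 0% = DMSO wells and 100% = sodium butyrate wells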
hcDAF-12 act: activates DAF-12 receptor from parasite H. contortus; HEK293 hcDAF-12 lit1-tk-luc reporter, luminescence; 0% DMSO, 100% Δ7-dafachronic acid; activation, % at 6.8 µM; 370,000 tested, 1.4% active; AID 652067;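 active means activation above the mean of all tested compounds plus 3 SD, cut at about 5.5% in these data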;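 further: 100% = response to 3 µM Δ7-dafachronic acid high control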
DAX1 inh-1: inhibits human nuclear receptor DAX1; inhibition, % at 6.75 µM; 340,000 tested, 0.99% active; P51843; HEK293 Gal4-DAX1 luciferase reporter, luminescence; AID 504766;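 active means inhibition above the mean over all tested compounds plus 3 SD, cut at about 4.2% in these data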;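 further: 0% = DAX1-transfected cells with DMSO and 100% = empty-vector control cells with DMSO; inhibition shows as a rise in luminescence from relieved DAX1 repression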
SMARCA2 activ: increases SMARCA2 function in MMTV reporter cells; MG213 cells, MMTV-luciferase reporter, dexamethasone, overnight; 370,000 tested, 1% active; activation, % at 9.1 µM; in the data active means activation above about 7.8%;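 further: 0% = vehicle wells and 100% = reference activator wells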
DAX1 inh-2: inhibitors of DAX1 repression of SF-1 activated StAR promoter. HEK293T StAR-luciferase reporter, SF-1/DAX-1 repression relief. inhibition, % at 6.8 µM. 370,000 tested, 1.1% active. AID 652010;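 active means inhibition above the mean over all tested compounds plus 3 SD, cut at about 3.6% in these data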;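 further: 0% = DAX-1 cells with DMSO and 100% = cells lacking DAX-1 with DMSO; higher inhibition means more luminescence from relief of DAX-1 repression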
GAA850 FXN act: frataxin GAA850 promoter activation. HEK293 lucGAA850 FXN promoter luciferase reporter, 24 h; percent of 10 µM SAHA response. activation, % at 6 µM. 360,000 tested, 0.56% active;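 active means activation above the average of all compounds screened plus 3 SD, cutoff fixed separately per campaign, cut at about 7.5% in these data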;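 further: 0% = DMSO wells and 100% = 10 µM SAHA wells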
* marks the source's active call; other numbers are inactive results.

For CCOC(=O)N1CCN(C(=O)/C(=C/c2cccc3ccccc23)NC(=O)c2ccc(OC)cc2)CC1 the results were ADAM17 inh 2, ssDAF-12 act -1.2, PG9 Ab binder -3.5, NPR1 activator 1, ADAM10 inh 4, hgDAF-12 ag -3.2, hcDAF-12 act 0.4, DAX1 inh-1 -0.3, SMARCA2 activ 2, DAX1 inh-2 -0.3 and GAA850 FXN act -1.7.
CC(C)(C)NC(=O)C(c1ccncc1)N(C(=O)Cn1nnc(-c2ccc(F)cc2)n1)c1ccc(F)cc1 (centres undefined) was read as ADAM17 inh -1, ssDAF-12 act -1.0, PG9 Ab binder -0.3, NPR1 activator 2, ADAM10 inh 11, hgDAF-12 ag -1.9, hcDAF-12 act -0.6, DAX1 inh-1 0.4, SMARCA2 activ 1, DAX1 inh-2 0.0 and GAA850 FXN act -1.0.
Screening Nc1nc(N)nc(-c2cc(Cl)ccc2Cl)n1 returned ADAM17 inh -5, ssDAF-12 act -1.4, PG9 Ab binder -0.1, NPR1 activator 8, ADAM10 inh -7, hgDAF-12 ag 1.2, hcDAF-12 act 0.2, DAX1 inh-1 -0.6, SMARCA2 activ -2, DAX1 inh-2 -0.3 and GAA850 FXN act 0.6.
For COc1cccc(NC(=O)COC(=O)c2c(C)nn(-c3ccccc3)c2C)c1 the results were ADAM17 inh 0, ssDAF-12 act -1.2, PG9 Ab binder -0.3, NPR1 activator -4, ADAM10 inh 0, hgDAF-12 ag 3.2, hcDAF-12 act 0.1, DAX1 inh-1 -0.4, SMARCA2 activ 1, DAX1 inh-2 1.3 and GAA850 FXN act 1.9.
Screening Cc1occc1C(=O)N/N=C/c1ccc(Cl)c([N+](=O)[O-])c1 returned ADAM17 inh -2, ssDAF-12 act -0.5, PG9 Ab binder 1.1, NPR1 activator 13, ADAM10 inh -1, hgDAF-12 ag 6.4, hcDAF-12 act 1.0, DAX1 inh-1 2.6, SMARCA2 activ 0, DAX1 inh-2 1.0 and GAA850 FXN act 3.2.
Screening O=C1CC(N(O)c2ccccc2)C(=O)N1c1cc(Cl)cc(Cl)c1 (centres undefined) returned ADAM17 inh 0, ssDAF-12 act -1.2, PG9 Ab binder -1.6, NPR1 activator 9, ADAM10 inh -9, hgDAF-12 ag -2.2, hcDAF-12 act -2.1, DAX1 inh-1 1.8, SMARCA2 activ -2, DAX1 inh-2 -0.3 and GAA850 FXN act -0.7.
For Cc1ccc(NC(=S)N2CCN(S(=O)(=O)c3ccccc3)CC2)cc1C the results were ADAM17 inh -3, ssDAF-12 act -1.7, PG9 Ab binder -1.1, NPR1 activator 2, ADAM10 inh -15, hgDAF-12 ag -2.3, hcDAF-12 act -1.6, DAX1 inh-1 0.2, SMARCA2 activ -2, DAX1 inh-2 -0.2 and GAA850 FXN act -2.2.
`CC(=O)Nc1nnc(SCc2ccc(C(=O)Nc3ccccc3F)cc2)s1` gave ADAM17 inh -4, ssDAF-12 act -0.5, PG9 Ab binder -1.1, NPR1 activator -1, ADAM10 inh -15, hgDAF-12 ag 2.7, hcDAF-12 act -0.9, DAX1 inh-1 1.7, SMARCA2 activ -1, DAX1 inh-2 -0.4 and GAA850 FXN act 2.3.
O=S(=O)(Nc1ccc(NS(=O)(=O)c2ccccc2)cc1)c1ccccc1 was read as ADAM17 inh -2, ssDAF-12 act -1.2, PG9 Ab binder 0.9, NPR1 activator -1, ADAM10 inh -5, hgDAF-12 ag -1.2, hcDAF-12 act -0.3, DAX1 inh-1 -0.4, SMARCA2 activ 1, DAX1 inh-2 -1.0 and GAA850 FXN act -0.1.
Screening O=C(COC(=O)c1ccccc1O)NCc1ccco1 returned ADAM17 inh 0, ssDAF-12 act -0.4, PG9 Ab binder 0.0, NPR1 activator -1, ADAM10 inh -1, hgDAF-12 ag 1.1, hcDAF-12 act 1.2, DAX1 inh-1 1.5, SMARCA2 activ -2, DAX1 inh-2 0.2 and GAA850 FXN act 0.3.
O=C(CCn1c(=O)c2cccn2c2ccccc21)Nc1ccc(F)cc1 was read as ADAM17 inh -4, ssDAF-12 act -0.3, PG9 Ab binder -0.6, NPR1 activator -1, ADAM10 inh -4, hgDAF-12 ag 0.4, hcDAF-12 act 3.6, DAX1 inh-1 -1.1, SMARCA2 activ 0, DAX1 inh-2 -0.6 and GAA850 FXN act -1.8.
O=C(CN1CCCCC1)Nc1nnc(-c2ccc([N+](=O)[O-])cc2)s1 was read as ADAM17 inh 0, ssDAF-12 act -1.2, PG9 Ab binder -0.9, NPR1 activator -2, ADAM10 inh -11, hgDAF-12 ag 1.8, hcDAF-12 act -1.1, DAX1 inh-1 0.6, SMARCA2 activ -4, DAX1 inh-2 -0.2 and GAA850 FXN act -3.0.
Screening COc1ccccc1NC(=O)c1cc2n(n1)C(C(F)(F)F)CC(c1ccc3c(c1)OCO3)N2 (centres undefined) returned ADAM17 inh 4, ssDAF-12 act -1.8, PG9 Ab binder 1.0, NPR1 activator 0, ADAM10 inh 7, hgDAF-12 ag 1.0, hcDAF-12 act -2.1, DAX1 inh-1 0.2, SMARCA2 activ -4, DAX1 inh-2 0.1 and GAA850 FXN act -1.9.
Screening Cc1nnc2ccc(-c3ccc(NC(=O)Cc4cccs4)cc3)nn12 returned ADAM17 inh -16, ssDAF-12 act -1.6, PG9 Ab binder 0.8, NPR1 activator -12, ADAM10 inh -38, hgDAF-12 ag -2.3, hcDAF-12 act -1.5, DAX1 inh-1 0.4, SMARCA2 activ -2, DAX1 inh-2 -0.9 and GAA850 FXN act -2.3.
`CCOC(=O)C1=C(O)/C(=C\c2ccc(OC)c(OC)c2)N=C1C` gave ADAM17 inh 0, ssDAF-12 act -2.0, PG9 Ab binder -6.7, NPR1 activator -5, ADAM10 inh -7, hgDAF-12 ag -0.2, hcDAF-12 act 0.5, DAX1 inh-1 1.2, SMARCA2 activ -2, DAX1 inh-2 0.1 and GAA850 FXN act 1.2.
Screening CN1CCN(c2ccc(NC(=O)c3cc([N+](=O)[O-])ccc3N3CCOCC3)cc2)CC1 returned ADAM17 inh 0, ssDAF-12 act -0.6, PG9 Ab binder 1.8, NPR1 activator 0, ADAM10 inh 2, hgDAF-12 ag 0.2, hcDAF-12 act -1.4, DAX1 inh-1 0.7, SMARCA2 activ -2, DAX1 inh-2 -0.4 and GAA850 FXN act -1.1.
`O=C(NCc1n[nH]c(=O)c2ccccc12)C1CC(=O)N(c2ccc(Cl)cc2)C1` (centres undefined) gave ADAM17 inh -3, ssDAF-12 act -1.5, PG9 Ab binder -2.8, NPR1 activator -6, ADAM10 inh -3, hgDAF-12 ag -3.0, hcDAF-12 act -0.7, DAX1 inh-1 -1.1, SMARCA2 activ 6, DAX1 inh-2 1.9 and GAA850 FXN act -0.2.
`Cn1cc(CN2CCC(C(O)CCc3ccccc3)CC2)c(-c2ccccc2F)n1` (centres undefined) gave ADAM17 inh -1, ssDAF-12 act -1.9, PG9 Ab binder 0.7, NPR1 activator 3, ADAM10 inh -4, hgDAF-12 ag -3.6, hcDAF-12 act -2.7, DAX1 inh-1 -1.4, SMARCA2 activ 0, DAX1 inh-2 0.1 and GAA850 FXN act -0.1.
For O=c1[nH]c(=O)n(Cc2ccc(Oc3ccccc3)cc2)cc1Br the results were ADAM17 inh 0, ssDAF-12 act -1.6, PG9 Ab binder -0.5, NPR1 activator -4, ADAM10 inh 3, hgDAF-12 ag -0.2, hcDAF-12 act -2.9, DAX1 inh-1 -0.5, SMARCA2 activ -1, DAX1 inh-2 -0.2 and GAA850 FXN act 3.2.
Screening CCCN1C(=O)c2cc(C(=O)Nc3ccc(OC)cc3OC)ccc2C1Nc1ccc(OC)cc1OC (centres undefined) returned ADAM17 inh 0, ssDAF-12 act -2.0, PG9 Ab binder -1.2, NPR1 activator -4, ADAM10 inh 10, hgDAF-12 ag -4.5, hcDAF-12 act -3.4, DAX1 inh-1 -1.5, SMARCA2 activ -5, DAX1 inh-2 -0.6 and GAA850 FXN act 3.4.
`Cc1cc(C(F)(F)F)nn1C(=O)c1cccnc1Cl` gave ADAM17 inh -6, ssDAF-12 act -1.0, PG9 Ab binder 0.8, NPR1 activator 1, ADAM10 inh 2, hgDAF-12 ag 0.6, hcDAF-12 act 1.5, DAX1 inh-1 2.3, SMARCA2 activ -1, DAX1 inh-2 -0.3 and GAA850 FXN act 2.0.
CCN1CCN(C(=O)Cn2ncc3c([nH]c4ccc(C)cc43)c2=O)CC1 was read as ADAM17 inh -29, ssDAF-12 act -0.9, PG9 Ab binder -0.1, NPR1 activator 11, ADAM10 inh -83, hgDAF-12 ag 1.6, hcDAF-12 act 3.0, DAX1 inh-1 0.0, SMARCA2 activ -1, DAX1 inh-2 -0.1 and GAA850 FXN act 0.3.
`CCOC(=O)C1(C)CCCN(C(=O)c2cccc(OC(F)(F)F)c2)C1` (centres undefined) gave ADAM17 inh -2, ssDAF-12 act -1.3, PG9 Ab binder 0.2, NPR1 activator -3, ADAM10 inh -8, hgDAF-12 ag -2.2, hcDAF-12 act -0.7, SMARCA2 activ 2, DAX1 inh-2 0.2 and GAA850 FXN act 1.5.
`COc1ccc(S(=O)(=O)N2CCCCC2)cc1NC(=O)C1CCCO1` (centres undefined) gave ADAM17 inh 1, ssDAF-12 act -1.0, PG9 Ab binder -1.1, NPR1 activator -1, ADAM10 inh 4, hgDAF-12 ag -0.5, hcDAF-12 act -1.2, DAX1 inh-1 0.1, SMARCA2 activ 2, DAX1 inh-2 0.7 and GAA850 FXN act 1.2.
For COC(=O)c1[nH]c2ccc(Br)cc2c1NC(=O)Oc1ccccc1 the results were ADAM17 inh -5, ssDAF-12 act 0.2, PG9 Ab binder -4.1, NPR1 activator -4, ADAM10 inh -8, hgDAF-12 ag 1.9, hcDAF-12 act 2.7, DAX1 inh-1 0.3, SMARCA2 activ 2, DAX1 inh-2 2.3 and GAA850 FXN act 2.4.
`CN(C(=O)CSc1cc(C(=O)c2nccn2C)c2ccccc2n1)c1ccccc1` gave ADAM17 inh 3, ssDAF-12 act -0.8, PG9 Ab binder -0.6, NPR1 activator -3, ADAM10 inh 12, hgDAF-12 ag 0.5, hcDAF-12 act -2.5, DAX1 inh-1 -0.6, SMARCA2 activ -3, DAX1 inh-2 -1.8 and GAA850 FXN act -0.8.
Screening O=C(c1ccccc1)N1CCN(c2ccccc2)CC1 returned ADAM17 inh -1, ssDAF-12 act -1.1, PG9 Ab binder -0.1, NPR1 activator 0, ADAM10 inh -2, hgDAF-12 ag -1.3, hcDAF-12 act 0.9, DAX1 inh-1 -0.5, SMARCA2 activ 2, DAX1 inh-2 -0.8 and GAA850 FXN act 1.8.
COc1ccnc(Nc2cccc(C)c2)c1C#N was read as ADAM17 inh -4, ssDAF-12 act -0.9, PG9 Ab binder -4.1, NPR1 activator 1, ADAM10 inh 0, hgDAF-12 ag -0.4, hcDAF-12 act 1.2, DAX1 inh-1 -0.9, SMARCA2 activ 4, DAX1 inh-2 0.0 and GAA850 FXN act 1.3.
`Cc1ccc(NC(=O)OC2CC3CC2[C@H]2CCCCN2C3)cc1` (some centres undefined) gave ADAM17 inh -4, ssDAF-12 act -0.9, NPR1 activator 0, ADAM10 inh -4, hgDAF-12 ag 11*, hcDAF-12 act -0.4, SMARCA2 activ -1 and DAX1 inh-2 0.1.
